LYPLA2 inh – LYPLA2 inhibitors, primary screen, counter-screen for PME1 inhibitor project, biochemical, fluorescence polarization, FP-Rh probe ABPP; inhibition, % at 5.9 µM; Acyl-protein thioesterase 2 (Homo sapiens), O95372; actives 0.38% (n = 320,000); recombinant LYPLA2;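 active = inhibition above the screen-wide mean plus 3 SD, limit set per campaign, cut at about 26% in these data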;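 note: 0% = LYPLA2 with DMSO and 100% = wells lacking LYPLA2 enzyme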
PREPL inhibitor – PREPL enzyme inhibitors, primary screen, biochemical, fluorescence polarization; Prolyl endopeptidase-like (Homo sapiens), Q4J6C6; recombinant PREPL, fluorescence polarization activity-based probe; inhibition, % at 5.96 µM; actives 0.68% (n = 320,000); in the data active = inhibition above about 43%;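 note: 0% = enzyme with DMSO and 100% = wells lacking enzyme; many of its hits are not listed in these tables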
PAD4 inh – human PAD4 inhibitors, primary screen, biochemical, fluorescence polarization, 1536-well format. Protein-arginine deiminase type-4 (Homo sapiens), Q9UM07. recombinant PAD4, RCA probe fluorescence polarization. inhibition, % at 6.36 µM. actives 0.41% (n = 330,000);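 active = percent inhibition above a cutoff equal to the mean of all tested compounds plus 3 SD, cut at about 15% in these data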;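 note: 0% = PAD4 with RCA probe and DMSO and 100% = probe without PAD4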
EBNA-1 inh – EBNA-1 DNA-binding inhibitors, primary screen, biochemical, fluorescence polarization; inhibition, % at 14.8 µM; actives 0.34% (n = 300,000); in the data active = inhibition above about 28%
LYPLA1 counter – LYPLA1 inhibitors, primary screen, counter-screen for PME1 inhibitor project, biochemical, fluorescence polarization, FP-Rh probe ABPP; Acyl-protein thioesterase 1 (Homo sapiens), O75608; recombinant LYPLA1; inhibition, % at 5.9 µM; actives 0.16% (n = 320,000); AID 2174, 2009;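 active = inhibition above the mean of all tested compounds plus 3 SD, set per campaign, cut at about 14% in these data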;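 note: inhibitors block serine hydrolase probe labeling of LYPLA1 so polarization falls; 0% = enzyme with DMSO and 100% = wells lacking LYPLA1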
ZTA DNA inh – ZTA (EBV) inhibition in EBNA-1 counter-screen; P03206; ZTA-DNA binding, fluorescence polarization; inhibition, % at 11 µM; actives 0.15% (n = 320,000); AID 2234; in the data active = inhibition above about 33%
PAFAH2 FP inh – PAFAH2 enzyme inhibitors, primary screen, biochemical, fluorescence polarization, human | Platelet-activating factor acetylhydrolase 2, cytoplasmic (Homo sapiens), Q99487 | recombinant PAFAH2, FP-rhodamine activity probe | inhibition, % at 3.39 µM | actives 0.99% (n = 340,000) | AID 492956, 2010;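 active = inhibition above the mean over all tested compounds plus 3 SD, cut at about 30% in these data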;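 note: inhibitors block probe labeling of enzyme so polarization drops; 0% = enzyme with DMSO and 100% = wells lacking PAFAH2 protein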
GSTO1 inh – inhibitors of recombinant GSTO1, primary screen, counter-screen for RBBP9 inhibitor project, biochemical, fluorescence polarization | AID 1974, 2009 | actives 1.1% (n = 300,000) | activity-based probe fluorescence polarization | inhibition, % at 5.96 µM;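 active = inhibition above the campaign mean inhibition plus 3 SD, cut at about 35% in these data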;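 note: 0% = GSTO1-1 with DMSO and 100% = wells lacking GSTO1-1 enzyme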
PAFAH1B3 inh – PAFAH1B3 enzyme inhibitors, primary screen, biochemical, fluorescence polarization, human | recombinant PAFAH1B3, FP-rhodamine probe | inhibition, % at 3.39 µM | actives 0.28% (n = 340,000) | AID 492972, 2010;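 active = inhibition above the screen-wide average of all tested compounds plus 3 SD, cut at about 25% in these data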;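 note: 0% = enzyme with DMSO only and 100% = wells lacking PAFAH1B3 protein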
An asterisk follows results filed as active; nt = not tested or not shown.

cpd	canonical_smiles	LYPLA2 inh	PREPL inhibitor	PAD4 inh	EBNA-1 inh	LYPLA1 counter	ZTA DNA inh	PAFAH2 FP inh	GSTO1 inh	PAFAH1B3 inh
1	COC(=O)CN(C(=S)Nc1ccc(F)cc1)C1CC(=O)N(c2ccccc2)C1=O (stereo not drawn)	1	-6	2	-9	-2	3	0	0	3
2	O=C(C1CCCCC1)N1CCc2ccccc21	-1	-13	2	-1	0	5	4	1	8
3	O=C(C[n+]1ccccn1)c1ccccc1	-1	13	-3	-11	-6	19	-1	-6	3
4	COc1ccc(Nc2nc(-c3cccc([N+](=O)[O-])c3)nc3ccccc23)c(OC)c1	5	1	-7	-5	-2	10	2	6	4
5	CCOC(=O)c1cnc(-n2nc(C)cc2C)nc1Nc1ccc(N(C)C)cc1	12	7	2	14	0	6	16	5	11
6	CC1CCN(c2nc3c(N)ncnc3n2[C@@H]2O[C@H](CO)[C@@H](O)[C@H]2O)CC1	-5	-3	-2	5	-4	8	10	1	1
7	Cc1ccnc(NC(=O)c2cc3ccccc3oc2=O)c1	0	16	-3	-12	0	-13	-1	2	0
8	N#Cc1ccc(N2CCc3ccccc3C2)c([N+](=O)[O-])c1	7	25	0	11	2	5	4	1	9
9	CCNc1ccc(S(=O)(=O)C(F)(F)F)cc1NC(=O)C12CCC(CC1)C2	-2	2	2	-5	0	-4	2	2	-1
10	CN(C)/C=C(\C(=O)c1cccc(Cl)c1)c1nnnn1-c1ccccc1	-3	-8	-2	1	-1	-7	-6	-9	5
11	CCc1nnc(NC(=O)CS(=O)(=O)c2ccccc2)s1	-2	16	-2	-7	-2	-5	0	11	2
12	CN(C)CCCNc1ncnc2oc(-c3ccccc3)c(-c3ccccc3)c12	4	-27	-3	10	0	9	-3	7	4
13	CC1CCN(S(=O)(=O)c2ccc(C(=O)N3CCCC(C(F)(F)F)C3)cc2)CC1 (stereo not drawn)	1	2	-4	-13	1	-11	0	10	3
14	O=C(COc1ccccc1-c1ccccc1)N/N=C/c1cccnc1	3	-37	0	-9	-3	3	5	9	6
15	COc1ccccc1C1NC=C([N+](=O)[O-])C=C1[N+](=O)[O-] (stereo not drawn)	-2	28	-12	-2	-2	-18	-2	15	-7
16	COc1ccc(N=Nc2cnc(C)nc2-c2ccccc2)cc1	-5	16	-5	7	-1	-6	11	-1	17
17	Cc1ccc(NC(=O)N2CCCC2C(=O)NCC2CCCCC2)cc1 (stereo not drawn)	6	-7	-5	-3	2	-2	-10	0	0
18	O=C(CSc1nc2c(cnn2-c2ccccc2)c(=O)[nH]1)N1CCCCC1	-5	1	-1	2	0	0	5	-6	-1
19	COc1cnn(-c2ccc(C)cc2)c(=O)c1Cl	-1	0	-1	-3	0	0	-1	3	5
20	CCN(CC)C(=O)c1ccccc1NC(=O)c1ccccc1C	4	16	-6	-24	0	-13	11	3	5
21	O=C(OCn1nnc2ccccc2c1=O)c1cc(-c2ccccc2)nc2ccccc12	0	-2	1	4	4	-14	-9	2	-7
22	CC(C)CNS(=O)(=O)c1ccc(CCC(=O)Nc2cc(Cl)ccc2Oc2ccccc2)cc1	-38	-13	0	1	-17	-8	-21	-12	-13
23	CCOc1cc2[nH]c(=O)n(CCC(=O)NCCc3ccccc3)c(=O)c2cc1OCC	4	2	1	3	1	8	2	2	2
24	CN1CCC(C2(O)c3ccccc3CCc3ccccc32)CC1	4	30	-6	2	0	-8	-2	5	-1
25	CC(=O)N1[C@H](Cc2ccccc2)C=C[C@]1(C)C(=O)NCCN1CCOCC1	4	6	-2	0	3	-19	8	23	-7
26	O=C(c1ccc(CN2CCOCC2)cc1)N1CCN(c2ccccc2F)CC1	3	4	0	16	2	0	-4	2	-1
27	Brc1ccc(OCCn2ccnc2)cc1	-3	-2	-5	-20	1	2	2	1	4
28	NC(=O)[C@@H]1CC2(CC(c3cccc(NC(=O)[C@H]4CCC(=O)N4)c3)=NO2)CN1C(=O)COc1ccc(Cl)cc1 (stereo partly drawn)	-1	1	1	8	-3	2	0	0	3
29	COc1ccccc1C(=O)NC(=O)COC(=O)Cc1ccc(F)cc1	-3	7	-1	nt	2	-2	-1	nt	4
30	CC(Oc1ccc2c3c(c(=O)oc2c1)CCC3)C(=O)NCc1ccccn1 (stereo not drawn)	11	9	0	-14	3	12	2	1	6
31	COc1ccc(CCNC(=O)Cn2nnc(-c3cccc(OC)c3OC)n2)cc1OC	2	12	-5	-9	2	1	4	5	5
32	Cc1ccn2c(/C=N/OCc3cccc(F)c3)c(-c3ccc(Cl)cc3)nc2c1	2	7	-2	-6	2	-8	-4	-3	-1
33	CCOc1ncccc1C(=O)OCC(=O)NC(=O)c1ccccc1	-1	13	-6	nt	-1	-5	4	nt	13
34	COc1ccccc1/C=C/CN1CCCCC1	4	-7	0	-9	1	-12	2	3	7
35	O=C(O)c1ccccc1C(=O)Nc1ccc(Br)c(C(F)(F)F)c1	1	5	-5	6	-3	-2	0	6	-2
36	CCOc1ccc(Cc2nn[nH]n2)cc1	6	-2	-10	0	0	-10	-12	3	4
37	COc1ccccc1-c1cc(C(=O)NCc2ccc(Cl)cc2)no1	-18	6	-3	2	-9	-6	-13	-2	-3
38	COc1ccc(C(=O)NC(=S)NNC(=O)c2cccc(C)c2)cc1	-5	4	0	9	1	-17	nt	1	nt
39	Clc1ccc(Cn2ncc3c(N4CCOCC4)ncnc32)cc1	5	0	1	-1	2	-9	2	2	9
40	CN(CCCC(=O)O)c1ccc(N=Nc2ccc([N+](=O)[O-])cc2)cc1	8	19	3	-4	5	-11	2	20	7
41	O=C(C[n+]1ccc2c(c1)nnn2-c1ccccc1)c1ccc(Cl)cc1	-1	15	-17	-8	0	2	nt	-8	nt
42	COc1ccccc1N(C)S(=O)(=O)c1ccc(Cl)c(C(=O)OCc2c(C)noc2C)c1	-6	16	-4	-12	0	-12	-2	-6	-4
43	O=C(COc1ccccc1Br)NCCc1nc2ccccc2[nH]1	-2	1	1	-17	-3	-4	0	1	14
44	NS(=O)(=O)c1ccc(NC(=O)Nc2ccc(Cl)cc2)cc1	-5	-4	0	2	-15	-8	-8	-14	-8
45	N=C1C(c2nc(-c3ccc(F)cc3)cs2)=C(O)CN1Cc1ccc(Cl)cc1	1	8	-4	14	0	11	2	4	4
46	CNC(=O)CSc1nnc(NC(=O)C2CC(=O)N(c3ccccc3OC)C2)s1 (stereo not drawn)	6	4	2	8	3	9	-27	3	2
47	COc1ccc(CNC(=O)Cc2nn(C)c(=O)c3ccccc23)cc1	8	-17	-1	12	2	0	-5	5	4
48	C=CC[C@@H](CC(=O)OC(C)(C)C)C(=O)OC[C@H]1CCCN1C(=O)[C@@H](CC=C)CC(=O)N[C@H](CO)Cc1ccccc1	nt	2	4	nt	nt	nt	-2	nt	-6
49	COc1ccc(CCNC(=O)c2cc(-c3ccc(C)c(C)c3O)n[nH]2)cc1OC	-8	13	3	1	-5	4	-3	-11	2
50	Cc1ccccc1C(=O)OC1OC(=O)C(Cl)=C1Nc1ccccc1 (stereo not drawn)	11	-34	-2	4	-1	-4	nt	-2	nt

Carrying on:
cpd	canonical_smiles	LYPLA2 inh	PREPL inhibitor	PAD4 inh	EBNA-1 inh	LYPLA1 counter	ZTA DNA inh	PAFAH2 FP inh	GSTO1 inh	PAFAH1B3 inh
51	COc1ccc(C2C(C(=O)O)CCC(=O)N2c2ccc(OC)cc2)cc1 (stereo not drawn)	1	8	-1	2	-1	-5	-1	-3	4
52	CCOC(=O)N(C)S(=O)(=O)c1ccccc1[N+](=O)[O-]	-5	-5	1	-2	2	0	-1	1	5
53	Fc1ccc(NC(=S)N2CCN(C/C=C/c3ccccc3)CC2)c(F)c1	1	2	2	-3	2	0	-5	-4	2
54	COc1cc(NC(=O)Cc2ccc(OC)c(S(=O)(=O)N3CCOCC3)c2)c(OC)cc1Cl	6	14	-1	11	2	-1	9	0	7
55	CN1CCN(c2ccc(NC(=O)c3cc([N+](=O)[O-])ccc3N3CCOCC3)cc2)CC1	11	11	-2	-2	0	-8	-2	-1	1
56	COc1ccc(NC(=O)CSc2nc(C(C)C)nc3c2c(=O)n(C)c(=O)n3C)c(OC)c1	6	0	5	8	-2	-3	-1	6	-6
57	CCOc1ccccc1CNCCNCC(C)O (stereo not drawn)	-2	8	-1	0	0	-17	1	7	5
58	CC(=O)N/N=C(/C)c1ccc(NC(=O)c2csc(C)c2C)cc1	6	4	6	-1	-1	-3	1	-3	-5
59	CCOC(=O)c1cc(C)sc1N1C(=O)C2C3C=CC(C3)C2C1=O (stereo not drawn)	-1	2	-6	6	0	5	-7	9	-3
60	Cc1cc2cc(C=C(C#N)C#N)c(Cl)nc2cc1C	1	6	-4	-11	9	1	-15	29	2
61	COC(=O)c1cccc(NC(=O)C2COc3ccccc3O2)c1C (stereo not drawn)	0	8	1	7	-1	-3	-2	2	-6
62	COc1ccc(N(CC(O)Cn2c(C)nc3ccccc32)S(=O)(=O)c2ccc(C)cc2)cc1 (stereo not drawn)	2	0	2	3	-5	-17	-9	8	3
63	COc1ccc(OCc2nc(-c3ccc(F)c(F)c3)cs2)cc1	-8	-1	-7	-4	-1	-5	6	3	2
64	O=C(c1ccc(Cl)cc1)C1CCCN(Cc2ccc(Oc3ncccn3)cc2)C1 (stereo not drawn)	6	25	2	5	1	-18	-3	3	-10
65	NS(=O)(=O)c1cc(C(=O)OCC(=O)Nc2ccc3c(c2)OCO3)ccc1Cl	nt	-3	2	nt	nt	nt	10	nt	-1
66	COc1ccc(OCC(O)COc2ccc(OC)cc2)cc1	5	-4	-2	-4	1	6	5	4	-1
67	O=C(NCC(c1ccco1)N1CCCC1)c1cccc(NS(=O)(=O)c2ccccc2)c1 (stereo not drawn)	-6	-22	1	-5	-3	5	2	3	4
68	COc1ccc(NC(=O)CC(C)c2ccccc2)cc1S(=O)(=O)N1CCOCC1 (stereo not drawn)	2	1	-1	nt	-3	4	4	nt	3
69	O=C1CC(N2CCOCC2)C(=O)N1c1ccc2c(c1)OCO2 (stereo not drawn)	-1	-5	1	-6	1	-4	-1	3	5
70	CCn1c(SCC(=O)N2CCCC2)nc2c(c1=O)SCC2	1	2	2	3	2	14	2	-1	6
71	COc1ccc2c(c1)[nH]c1c(=O)n(CCN3CCOCC3)cnc12	0	0	-3	10	0	5	1	-6	3
72	Cc1ccc(C(=O)c2ccc(N3CCN(C)CC3)c([N+](=O)[O-])c2)cc1	9	21	-4	4	0	-5	0	-2	5
73	Cc1ccc(C)c(OC(=O)CN2C(=O)c3ccccc3C2=O)c1	8	-1	-4	0	0	11	-6	0	10
74	Cc1ccc(C)c(N=C2NC(=O)CS2)c1	-3	2	-1	-2	-3	7	3	-1	5
75	Cc1ccc(S(=O)(=O)N(C)CC(=O)OCC(=O)Nc2ccccc2)cc1	-6	-12	-3	-5	0	-3	0	-3	9
76	Cc1[nH]c2ccccc2c1C(=O)C(=O)NC1CC(=O)N(c2ccc(F)cc2)C1 (stereo not drawn)	5	9	-5	-5	2	-1	-3	0	-1

Some of the entries so far, with one line to a screen:
74: Cc1ccc(C)c(N=C2NC(=O)CS2)c1
73: Cc1ccc(C)c(OC(=O)CN2C(=O)c3ccccc3C2=O)c1

assay / compound	74	73
LYPLA2 inh	-3	8
PREPL inhibitor	2	-1
PAD4 inh	-1	-4
EBNA-1 inh	-2	0
LYPLA1 counter	-3	0
ZTA DNA inh	7	11
PAFAH2 FP inh	3	-6
GSTO1 inh	-1	0
PAFAH1B3 inh	5	10

The list is partial; rates above refer to the full screens.
